Eya2 phos inh: blocks the phosphatase activity of human Eya2. recombinant Eya2, OMFP fluorescence dephosphorylation (OMFP is methylfluorescein phosphate). Potency, µM (doses to about 76.9 µM), without a hit: at the top dose activity, negative = inhibition, actives largely listed as inhibitors. 0.006% of 330,000 active; note: potency is the fitted concentration of half-maximal effect; % is set by controls: 0 for no effect and ±100 for the full control effect
Target sequence (O00167 whole entry, looked up): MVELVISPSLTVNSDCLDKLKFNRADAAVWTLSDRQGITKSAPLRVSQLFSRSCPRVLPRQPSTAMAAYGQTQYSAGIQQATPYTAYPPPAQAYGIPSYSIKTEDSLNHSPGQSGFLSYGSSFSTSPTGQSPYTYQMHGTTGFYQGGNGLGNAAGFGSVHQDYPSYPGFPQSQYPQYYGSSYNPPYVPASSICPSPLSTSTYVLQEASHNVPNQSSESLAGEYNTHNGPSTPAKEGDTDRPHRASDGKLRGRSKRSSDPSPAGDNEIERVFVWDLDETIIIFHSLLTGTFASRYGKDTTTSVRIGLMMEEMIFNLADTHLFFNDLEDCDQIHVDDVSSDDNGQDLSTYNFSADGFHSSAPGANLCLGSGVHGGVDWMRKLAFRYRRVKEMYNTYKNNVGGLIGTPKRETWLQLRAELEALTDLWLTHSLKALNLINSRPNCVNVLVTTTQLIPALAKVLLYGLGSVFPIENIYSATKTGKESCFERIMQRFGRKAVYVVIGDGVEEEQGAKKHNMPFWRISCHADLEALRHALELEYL
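Eya2 protein (added as 0.2 uM solution) was preincubated with compound for 10 min at ambient temperature in 50 mM HEPES pH 7.5, 50 mM NaCl, 5 uM MgCl2, 0.05% BSA, 1 mM DTT. OMFP (added at 50 uM) then reacted 10 min; fluorescence read at 485/525 nm.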
PTAP TSG101 blk: blocks PTAP/TSG101 interaction to inhibit HIV-1 budding; Q99816; Fluorescence polarization, FITC-PTAP peptide / Tsg101 binding; Potency, µM (series often up to 115 µM), inactives show at the highest dose activity change, negative = inhibition, hits mostly inhibitors; 340,000 tested, under 10 active; active = well fitted inhibition curve with a large enough effect in the main read-out, with a control signal flat, not every such curve was filed as active; inconclusive = small, poorly fitted or top-dose-only effect, or effect the other way, or a change in a side signal; inactive = no such curve, though single readings can be large or run the other way; note: potency is the fitted concentration of half-maximal effect; % of control where 0% means no effect
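Tsg101 binding domain (10 uM final) was mixed with compound and a FITC-labeled PTAP peptide (50 nM final) in HEPES pH 7.5 buffer with NaCl, Tween 20, EDTA and TCEP; fluorescence polarization was read after 20 min at r.t.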
AT treatment: potential ataxia-telangiectasia treatments restoring KAP-1 phosphorylation | […] A-T fibroblasts, KAP-1 phosphorylation AlphaLISA; neocarzinostatin DNA damage 30 min before lysis | Potency, µM (highest dose often 57.5 µM), for the others: at the top dose activation, actives largely listed as activators | 0.19% of 320,000 active | AID 485349; note: potency is the fitted concentration of half-maximal effect; % of control where 0% means no effect; nearly all actives have a fitted effect of over 45% in size
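hTERT-immortalized A-T patient fibroblasts ([…]), 500 cells/well in OPTI-MEM, 1% FBS, got compounds for 60 min, then NCS for 30 min at 37C. Lysates were then assayed for phospho-KAP-1 by AlphaLISA (anti-pKAP1 donor, anti-KAP1 acceptor beads), 6 hr at 25C.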
BCR signal inh: blocks chronic active B-cell receptor signaling. ABC-DLBCL IkBa-CBG/CBR reporter, luminescence ratio, 4 h. Potency, µM (titrated, usually from 46.1 µM), for inactives: at the top dose ratio change, negative = lower green/red ratio, most hits filed as inhibitors. 0.05% of 340,000 active. AID 493014; active = well fitted inhibition curve with a large enough effect in the signal ratio, with a control signal flat, not every such curve was filed as active; inconclusive = small, poorly fitted or top-dose-only effect, or effect the other way, or a change in a side signal; the % refers to the signal ratio;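 note: potency is the fitted concentration of half-maximal effect; plate controls were basal doxycycline-induced cells for no effect and cells given 10 µM MG132 for full effect; MG132 reads +100%, hits lower the ratio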
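Cell line TMD8 (human ABC DLBCL), stably expressing tet-inducible CBG68-IkBa fusion and CBR; IMDM/0.5% FBS; cpd up to 46 uM; dox induction, 4 h, 37C/5% CO2; dual luminescence; green/red ratio; MG132 control.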
S-ASM inh: human S-ASM enzyme inhibition | P17405 | placental ASM, HMU-PC fluorogenic substrate, 60 min | Potency, µM (series often up to 57.5 µM), for the others: at the top dose activity change, negative = inhibition, most hits filed as inhibitors | 0.006% of 340,000 active | AID 504937; note: potency is the fitted concentration of half-maximal effect
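HMU-PC0 cleavage (9 uM final) by human placental ASM, 60 min at 37 °C following 10 min compound exposure at RT; stopped at pH 10, fluorescence Ex 386/Em 447 nm.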
Mito fusion act: blocks mitochondrial division or promotes mitochondrial fusion | S. cerevisiae fusion-defective mutant growth rescue, CellTiterGlo 48 h | Potency, µM (doses to about 46.1 µM), without a hit: top-dose growth rescue (activation), actives largely listed as activators | 0.23% of 320,000 active | AID 485298;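 note: potency is the fitted concentration of half-maximal effect; % of control where 0% means no effect; nearly all actives have a fitted effect of over 45% in size; temperature-sensitive fusion mutants such as fzo1-1 at 37 °C on non-fermentable ethanol glycerol medium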
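Temperature-sensitive fusion-defective S. cerevisiae (e.g. fzo1-1, mgm1-5) were grown with compound in YPEG medium (3% ethanol, 3% glycerol) for 48 hours at 37C. Growth rescue was measured as viability by CellTiterGlo luminescence after 10 minutes at ambient.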
a7 integrin act: activates integrin-mediated alleviation for muscular dystrophy; alpha7betagal myoblasts, beta-gal FDG fluorescence, 48 h; 0.064% of 350,000 active; Potency, µM (titrated, usually from 38.3 µM), without a hit: at the highest dose activation, most hits filed as activators;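 note: potency is the fitted concentration of half-maximal effect; 100% = response of the positive control SU9516; nearly all actives have a fitted effect of over 60% in size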
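Alpha7betagal+/- myoblasts (passage 13) were plated 16-24 hr, then exposed to compounds (1:260 dilution of DMSO stock) for 48 hours at 37C. After MPER lysis, β-galactosidase reporter activity was read as FDG fluorescence (ex 480/em 540) after 30 minutes.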
TSHR antag: antagonists of human thyroid stimulating hormone receptor; AID 504810; 0.2% of 330,000 active; activity change, negative = inhibition, % at 11.5 µM; P16473; TSHR-expressing cells, TSH-stimulated cAMP HTRF, 2 h; stronger effect = lower value;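 active = activity change below a set negative limit, meaning inhibition stronger than a set level, cut at about -70% in these data; inconclusive = activity change between two set negative limits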; note: % is set by controls: 0 for no effect and ±100 for the full control effect
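Antagonism was scored as loss of TSH-driven cAMP in TSHR cells, stimulated with 4nM TSH (EC80) for 2 hours at 37 deg C and detected by homogeneous HTRF competition immunoassay.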
Tb PFK inh: T. brucei PFK enzyme inhibition; O15648; T. brucei PFK, ADP-Glo luminescence; Potency, µM (series often up to 57.5 µM), for inactives: at the top dose activity, negative = inhibition, most hits filed as inhibitors; 0.17% of 330,000 active; AID 485367;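 note: potency is the fitted concentration of half-maximal effect; 0% = uninhibited 1x PFK enzyme wells and -100% = no-enzyme wells; nearly all actives have a fitted effect of over 60% in size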
Target sequence (O15648 whole entry, looked up): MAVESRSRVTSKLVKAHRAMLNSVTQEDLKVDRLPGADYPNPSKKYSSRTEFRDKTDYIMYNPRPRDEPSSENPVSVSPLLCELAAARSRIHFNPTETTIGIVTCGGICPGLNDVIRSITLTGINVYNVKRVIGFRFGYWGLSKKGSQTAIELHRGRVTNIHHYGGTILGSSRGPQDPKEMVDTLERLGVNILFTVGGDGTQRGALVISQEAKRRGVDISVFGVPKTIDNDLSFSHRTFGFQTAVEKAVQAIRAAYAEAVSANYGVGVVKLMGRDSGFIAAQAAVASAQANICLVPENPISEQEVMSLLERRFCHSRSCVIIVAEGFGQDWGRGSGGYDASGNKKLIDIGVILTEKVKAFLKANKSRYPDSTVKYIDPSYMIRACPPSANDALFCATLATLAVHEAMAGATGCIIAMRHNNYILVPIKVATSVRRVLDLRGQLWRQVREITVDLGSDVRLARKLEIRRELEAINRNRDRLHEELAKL
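In TEA buffer at pH 8.0 with 5 mM MgCl2, enzyme (1.25 nM) converted F6P (0.5 mM) and ATP (0.1 mM) for 45 min at room temperature. ADP product was read by luciferase luminescence.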
TCR act: activates T cell receptor signaling. AID 504894. 330,000 tested, under 10 active. primary human leukocytes, anti-CD3, IL-2 HTRF, 48 h. Potency, µM (titrated, usually from 9.22 µM), for inactives: at the top dose activation of IL-2 secretion, usual class: activators; note: % of control where 0% means no effect
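Using a-CD3 beads without co-stimulation, primary human leukocytes were exposed to compounds for 48 hr. An HTRF IL-2 kit measured the cytokine, with europium-to-d2 energy transfer producing emission at 665nm upon 320nm excitation.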
ELG1 DNA repair: ELG1-dependent DNA repair inhibition. Potency, µM (series often up to 46.1 µM), for the others: top-dose activity change, negative = inhibition, actives largely listed as inhibitors. 2.3% of 330,000 active. HEK293T ELG1-luciferase reporter, luminescence, 16 h; DNA damage induced by 5-fluorouridine; note: potency is the fitted concentration of half-maximal effect; % is set by controls: 0 for no effect and ±100 for the full control effect; nearly all actives have a fitted effect of over 55% in size
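Quantitative HTS, concentration-response format. 2,000 cells/well co-treated with 5-fluorouridine and compound, 16 hr in 5% CO2 at 37 °C; ONE-Glo luminescence read after 30 min.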
* marks the source's active call; other numbers are inactive results; ? = inconclusive; nt = no result given; [ ] = remark or other dose. Unless noted, calls come from the whole dose curve; as a rule, active = well fitted curve in the direction sought with a large enough effect; inconclusive = small, poorly fitted or top-dose-only effect, or another doubt; inactive = no such curve, though single readings can be large; an effect the other way counts as inactive or inconclusive.

SMILES	Eya2 phos inh	PTAP TSG101 blk	AT treatment	BCR signal inh	S-ASM inh	Mito fusion act	a7 integrin act	TSHR antag	Tb PFK inh	TCR act	ELG1 DNA repair
Cc1ccc(Cc2nnc(SCC(=O)Nc3ccccc3C)[nH]c2=O)cc1	4%	2%	2%	-2%	-1%	-7%	10%	-12	6%	-5%	9%
CC(C)C(NC(=O)/C(=C\c1ccco1)NC(=O)c1ccco1)C(=O)O (centres undefined)	2%	-4%	-3%	-6%	4%	1%	11%	-9	2%	-1%	6%
O=C(N/N=C\c1cc(Br)ccc1O)c1ccc(S(=O)(=O)N2CCCCC2)cc1	2%	0%	-3%	2%	-2%	-1%	6%	-16	2%	-5%[46.1 µM]	?
O[C@@H]1C2CCCC1[C@]1(O)CCCCC1C2 (some centres undefined)	-3%	-2%	-3%	1%	3%	2%	25%	10	5%	1%	8%
COc1ccc(OC)c(CNS(=O)(=O)c2cc(CN3C(=O)c4cccnc4C3=O)ccc2OC)c1	-2%	0%	2%	2%	-2%	2%	-16%	4	1%	4%	4%
CCN(CC)CCN1C(=O)C(=O)/C(=C(/O)c2c(C)[nH]c(C(=O)OC)c2C)C1c1ccco1 (centres undefined)	2%	-3%	5%	1%	1%	1%	-5%[7.66 µM]	0	2%	-7%	6%
O=C(COC(=O)COc1cccc(F)c1)Nc1nc2ccccc2s1	4%	-2%	6%	1%	0%	nt	-13%	nt	0%	-4%	?
Cn1c(C(=O)NCCCN2CCN(c3ccccc3F)CC2)cc2c(=O)n(C)c3ccccc3c21	3%	-2%	10%	-1%	-7%	-1%	-5%	3	2%	-2%	?
CCOc1ccccc1N1CCN(CC(O)COC2CCCc3ccccc32)CC1 (centres undefined)	1%	2%	-2%	-5%	-3%	-8%	-5%	8	0%	3%	-15%
O=C(Cc1ccc(F)cc1)N1CCN(c2ccc([N+](=O)[O-])cc2)CC1	11%	-7%	-4%	4%	-2%	6%	-2%	-13	-1%	-10%	-16%
COc1ccccc1NC(=O)c1ccc(NC(=O)COC(=O)c2cccnc2Cl)cc1	-17%	0%	0%	-3%	-6%	nt	14%	-15	0%	-5%	-1%
CCOC(=O)C(=O)Nc1nc(-c2ccccc2)c(CC)s1	10%	-1%	1%	3%	-3%	-1%	20%	-2	5%	-3%	7%
Cc1ccc(S(=O)(=O)N2CC(=NO)C2)cc1	-3%	-2%	-8%	-1%	1%	1%	0%	-3	-2%	-4%	5%
CN1CCC(=O)N(CCOc2ccccc2)CC1	12%	-3%	-1%	-2%	-7%	1%	20%	10	-2%	-10%	?
Cc1ccc(C)c(NC(=O)NCCN2CCCCC2)c1	1%	-4%	-8%	-1%	0%	-1%	22%	27	-5%	-5%	-2%
CSc1ccc(NC(=O)NCCN2CCc3ccccc3C2)cc1	-31%	-9%	-1%	12%	-2%	-1%	-20%[7.66 µM]	6	-6%	nt	3%
O=c1c(Cl)c(N2CCNCC2)cnn1C12CC3CC(CC(C3)C1)C2	-2%	-3%	-2%	11%	-4%	3%	21%	9	-2%	nt	18%
Cn1c(=O)c2c(SC3CCCC3)nc(C3CC3)nc2n(C)c1=O	6%	-1%	12%	8%	-12%	7%	-3%	-2	3%	7%	10%
Cc1ccc(C)c(N(CC(=O)NC2CCCCC2)C(=O)CCC(=O)Nc2ccccn2)c1	12%	nt	-1%	4%	nt	0%	nt	8	1%	nt	2%
CCN(CC(=O)Nc1ccc(C)c(S(=O)(=O)N(C)C)c1)Cc1ccccc1	11%	-3%	-7%	?	-3%	4%	0%	-4	-5%	-3%	0%
COc1cccc(C(=O)NCCNC(=O)c2cnccn2)c1	12%	2%	5%	-15%	4%	-5%	39%	2	0%	-3%	-3%
COc1ccc(-c2nc(CS(=O)CC(=O)NCC3CCCO3)c(C)o2)cc1 (centres undefined)	-7%	-4%	3%	5%	4%	-4%	-1%	6	1%	1%	2%
COc1ccc(/C=C2\SC(=O)N(CCCC(=O)Nc3cc(Cl)ccc3C(=O)O)C2=O)cc1	0%	-10%	4%	?	-5%	nt	28%	-23	-3%	0%	2.1µM*
COc1ccc(C2CC(c3cccs3)n3nc(N)nc3N2)cc1 (centres undefined)	-8%	-2%	-3%	1%	423%[activator]	-2%	8%	-1	-1%	-1%[46.1 µM]	19%
COc1ccc(N(CC(=O)NCc2ccccc2)S(=O)(=O)c2c(C)noc2C)cc1	2%	-6%	-1%	2%	-4%	-1%	11%[7.66 µM]	-4	-2%	1%	2%
CC(C)(C)Nc1nc(SCC(=O)Nc2ccccc2Cl)nc(N2CCOCC2)n1	1%	0%	16%	6%	nt	3%	6%	21	-3%	0%	?
COc1ccc(C(N)=O)cc1NC(=O)c1cccc(F)c1	2%	0%	-1%	9%	0%	0%	10%	11	6%	-2%	-8%
C=CCN(c1nc(C)cc(OC)n1)S(=O)(=O)c1ccc(C)cc1	-9%	-9%	6%	?	-3%	-6%	3%	-15	0%	-7%	-4%
COc1cccc(OC)c1C1=NC(C)(C)CO1	-3%	0%	-11%	-1%	2%	-4%	18%	5	-1%	8%	33%
Cc1cccc(N=C2NC(=O)S/C2=C\c2ccco2)c1	-2%	-5%	-5%	17%	-11%	5%	7%	-12	-21%	-3%[46.1 µM]	-21%
CC(=O)c1cccc(OCCCOc2cccc3cccnc23)c1	1%	-1%	7%	-5%	-3%	5%	-16%	-7	2%	nt	7%
O=C(COC(=O)c1cccc(O)c1)Nc1ccc(N2CCOCC2)cc1	-8%	-3%	-2%	-6%	5%	-2%	-24%	-11	-1%	nt	0%
Cc1cc(C)cc(OCC(=O)N(C)CC(=O)Nc2ccc(Cl)c(C(F)(F)F)c2)c1	2%	-8%	-1%	0%	-6%	-15%	-19%	-12	-15%	3%	-24%
CC1(C)Cc2c(ccc3ccccc23)C(NNC(=O)c2cccnc2)=N1	6%	1%	6%	-2%	1%	2%	3%	10	-3%	-8%	-8%
COc1ccc2[nH]c(=O)c(C(c3nnnn3C3CCCCC3)N3CCN(C)CC3)cc2c1 (centres undefined)	6%	-5%	6%	0%	253%[activator]	2%	-6%	1	7%	-4%	22%
Cc1c(C(=O)N2CCN(c3ccccc3F)CC2)oc2c1C(=O)CC(C)(C)C2	-13%	2%	5%	0%	-1%	2%	-15%	-12	-2%	7%	-5%
c1ccc(C(c2nnnn2Cc2ccco2)N2CCN(c3nc4ccccc4s3)CC2)cc1 (centres undefined)	-21%	-3%	8%	9%	-14%	?	-25%	-43	6%	-4%[46.1 µM]	21µM*
CCn1cc(/C=C2/SC(=S)NC2=O)c(C)n1	-2%	-1%	nt	1%	-5%	14%	15%	-13	9%	-1%[46.1 µM]	-16%
COC(=O)CC(N)c1ccc(Br)cc1 (centres undefined)	6%	-2%	-2%	0%	1%	1%	36%	0	3%	2%	9%
COc1ccccc1Nc1ccc(C(=O)O)cc1[N+](=O)[O-]	-25%	-9%	6%	?	10%	-6%	5%	-15	-1%	7%	-7%
c1ccc2c(-c3c[nH]c4ccccc34)c3ccccc3nc2c1	0%	-5%	0%	?	-3%	-6%	-2%	-23	-4%	0%	?
Cc1cccc(C)c1NC(=O)CNC(=O)c1ccc(N2CCCC2)c([N+](=O)[O-])c1	-11%	0%	3%	1%	-4%	-7%	3%	2	-10%	4%	?
O=S(=O)(c1cccs1)N1CCC2(CC1)OCCO2	-1%	2%	2%	5%	-3%	-1%	-32%	-4	0%	-2%	16%

Screening data: PubChem BioAssay, National Center for Advancing Translational Sciences (NCATS)
